GLS inh = blocks human kidney-isoform glutaminase activity. 410,000 compounds, 0.21% hits. GLS enzymatic activity, qHTS titration. AID 624170. Potency, µM (titrated, usually from 45.5 µM), for the others: at the top dose activity change, negative = inhibition, most hits filed as inhibitors. O94925; note: % is set by controls: 0 for no effect and ±100 for the full control effect
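Enzyme dispensed in phosphate buffer (45 mM, pH 8.2, 0.02% Tween-20), compounds pinned in, then 1 mM L-glutamine solution and the glutamate oxidase–HRP–Amplex Red mix added; fluorescence read immediately and again after 30 min at room temperature.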
Pol iota inh = DNA polymerase iota (human) inhibition | AID 588590 | 390,000 compounds, 1% hits | Potency, µM (doses to about 115 µM), for the others: at the highest dose activity, negative = inhibition, actives largely listed as inhibitors | Pol iota fluorescent replication assay, 10 min
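Pol iota at 10 nM preincubated 15 min with compounds at room temperature; reaction started with fluorescent substrate, 50 nM final. Fluorescence read kinetically at 0 and 10 min; buffer-only wells as negative control.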
Pin1 inh = human Pin1 inhibition; Potency, µM (titrated, usually from 115 µM), without a hit: at the top dose activity, negative = inhibition, hits mostly inhibitors; Pin1 FP peptide displacement, HiFluor488, 10 min; 390,000 compounds, 0.009% hits; Q13526; active = well fitted inhibition curve with a large enough effect in the polarisation, with a control signal flat, not every such curve was filed as active; inconclusive = small, poorly fitted or top-dose-only effect, or effect the other way, or a change in a side signal; inactive = no such curve, though single readings can be large or run the other way; the % refers to the polarisation; note: % is set by controls: 0 for no effect and ±100 for the full control effect
JMJD2A Tudor inh = inhibitors of human JMJD2A Tudor domain; O75164; AlphaScreen JMJD2A-Tudor / H3K4me3 peptide binding; Potency, µM (top dose mostly 114 µM), for inactives: top-dose activity change, negative = inhibition, actives largely listed as inhibitors; 390,000 compounds, 4.4% hits; AID 504339; note: % is set by controls: 0 for no effect and ±100 for the full control effect; nearly all actives have a fitted effect of over 50% in size
PGK inhibitor = blocks T. brucei phosphoglycerate kinase. P07378. PGK/GAPDH coupled, Kinase-Glo luminescence, 60 min. Potency, µM (top dose mostly 57.5 µM), without a hit: at the top dose activity change, negative = inhibition, actives largely listed as inhibitors. 380,000 compounds, 0.043% hits. AID 602233; note: % is set by controls: 0 for no effect and ±100 for the full control effect; nearly all actives have a fitted effect of over 60% in size
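Luminescent ATP detection (Kinase-Glo Plus) follows a 60-minute room-temperature incubation, with wells lacking PGK as controls. Buffer: 100 mM TEA (pH 7.6), 5 mM MgCl2, 0.01% Tween-20. Coupling enzyme GAPDH (100 nM final) supplies unstable 1,3-BPG in-well.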
BAZ2B block = blocks human BAZ2B; 360,000 compounds, 4.4% hits; Potency, µM (doses to about 114 µM), for the others: at the top dose activity change, negative = inhibition, most hits filed as inhibitors; Q9UIF8; AlphaScreen BAZ2B-H3K14Ac peptide displacement; note: % is set by controls: 0 for no effect and ±100 for the full control effect; nearly all actives have a fitted effect of over 60% in size
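Protein-peptide AlphaScreen: BAZ2B 50 nM, b-H3K14Ac 50 nM, 1x PBS pH 7.4 + 0.01% Tween-20. Preincubation 30 min RT; cpd 30 min RT (top 110 uM); beads 20 min RT, light-protected.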
G9a inh = inhibitors of human histone lysine methyltransferase G9a; Q96KQ7; G9a H3K9 monomethylation, AlphaScreen, 2 h; Potency, µM (top dose mostly 102 µM), for inactives: top-dose activity, negative = inhibition, most hits filed as inhibitors; 350,000 compounds, 8.8% hits; note: % is set by controls: 0 for no effect and ±100 for the full control effect; nearly all actives have a fitted effect of over 75% in size
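Enzyme 20 nM + cpd, 15 min RT; add b-H3K9 pep 500 nM / SAM 20 uM; 2 h RT; anti-H3K9me1 Ab 0.5 ug/mL + SA donor / anti-rabbit acceptor beads 20 ug/mL each, 10 min; AlphaScreen read.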
BLM helicase inh = Bloom syndrome helicase (human) inhibition | P54132 | 350,000 compounds, 0.2% hits | Potency, µM (doses to about 56.1 µM), for inactives: at the top dose activity change, negative = inhibition, hits mostly inhibitors | recombinant BLM DNA unwinding, fluorescence dequenching;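 note: plate controls were vehicle for no effect and no enzyme for full effect; nearly all actives have a fitted effect of over 35% in size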
Target sequence (P54132 whole entry, looked up): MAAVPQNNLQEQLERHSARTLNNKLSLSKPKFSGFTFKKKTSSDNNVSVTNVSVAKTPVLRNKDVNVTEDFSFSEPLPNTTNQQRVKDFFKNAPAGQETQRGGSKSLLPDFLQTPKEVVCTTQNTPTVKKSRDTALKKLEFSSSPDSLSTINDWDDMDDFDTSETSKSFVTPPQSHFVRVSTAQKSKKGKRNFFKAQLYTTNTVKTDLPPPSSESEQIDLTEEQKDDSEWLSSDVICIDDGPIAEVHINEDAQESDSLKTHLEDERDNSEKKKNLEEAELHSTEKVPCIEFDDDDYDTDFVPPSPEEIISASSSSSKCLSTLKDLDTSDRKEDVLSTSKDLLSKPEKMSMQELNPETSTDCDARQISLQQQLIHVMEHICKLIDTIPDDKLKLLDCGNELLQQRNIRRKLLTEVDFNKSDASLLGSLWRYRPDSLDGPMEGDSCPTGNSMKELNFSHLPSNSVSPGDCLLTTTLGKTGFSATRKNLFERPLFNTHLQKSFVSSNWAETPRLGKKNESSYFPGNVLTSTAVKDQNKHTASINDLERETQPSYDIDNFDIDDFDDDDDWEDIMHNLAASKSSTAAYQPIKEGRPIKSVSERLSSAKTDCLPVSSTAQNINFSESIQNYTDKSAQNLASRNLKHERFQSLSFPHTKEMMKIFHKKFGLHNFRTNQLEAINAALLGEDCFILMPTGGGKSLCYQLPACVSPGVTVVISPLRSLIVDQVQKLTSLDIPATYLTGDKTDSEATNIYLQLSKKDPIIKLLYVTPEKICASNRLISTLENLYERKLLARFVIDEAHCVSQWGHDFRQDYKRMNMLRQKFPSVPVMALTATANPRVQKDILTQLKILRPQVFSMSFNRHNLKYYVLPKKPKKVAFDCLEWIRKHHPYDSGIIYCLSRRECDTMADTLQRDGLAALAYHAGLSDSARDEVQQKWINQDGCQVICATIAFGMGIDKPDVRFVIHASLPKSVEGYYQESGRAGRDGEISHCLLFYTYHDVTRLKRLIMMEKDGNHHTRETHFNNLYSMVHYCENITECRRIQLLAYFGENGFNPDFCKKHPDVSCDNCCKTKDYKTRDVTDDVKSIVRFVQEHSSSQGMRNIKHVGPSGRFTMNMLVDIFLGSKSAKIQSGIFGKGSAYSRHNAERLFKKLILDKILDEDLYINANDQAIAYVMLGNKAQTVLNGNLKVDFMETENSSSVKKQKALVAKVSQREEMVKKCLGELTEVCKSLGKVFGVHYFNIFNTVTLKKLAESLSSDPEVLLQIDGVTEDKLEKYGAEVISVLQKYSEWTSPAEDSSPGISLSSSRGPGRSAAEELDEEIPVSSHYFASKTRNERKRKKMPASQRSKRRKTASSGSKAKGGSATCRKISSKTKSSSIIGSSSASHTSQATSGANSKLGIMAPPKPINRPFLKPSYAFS
HP1b chromo inh = inhibitors of HP1-beta chromodomain binding to methylated histone tails; AlphaScreen HP1-beta / biotin-H3K9me3 peptide binding; AID 540317; Potency, µM (top dose mostly 114 µM), for the others: at the top dose activity change, negative = inhibition, actives largely listed as inhibitors; P83916; 390,000 compounds, 0.56% hits; note: nearly all actives have a fitted effect of over 70% in size; inactives centre near 23
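AlphaScreen: HP1-beta (50 nM) preformed 30 min with biotin-H3(1-18)K9me3 peptide (50 nM) in PBS pH 7.4, 0.01% Tween-20. Compound added for 30 min at RT, then streptavidin donor/nickel chelate acceptor beads (10 ug/mL) for 30 min.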
The depositor's hits bear a star; i = inactive; u = inconclusive; x = not tested or not shown; & = joins results of further samples; [ ] = another dose, or the depositor's remark. Unless noted, calls come from the whole dose curve; as a rule, active = well fitted curve in the direction sought with a large enough effect; inconclusive = small, poorly fitted or top-dose-only effect, or another doubt; inactive = no such curve, though single readings can be large; an effect the other way counts as inactive or inconclusive. Potency is the fitted concentration of half-maximal effect.

GLS inh	Pol iota inh	Pin1 inh	JMJD2A Tudor inh	PGK inhibitor	BAZ2B block	G9a inh	BLM helicase inh	HP1b chromo inh	smiles
-9%	-20%	-8%	-6%	-7%	3%	3%	x	21%	CC(C)(C)c1ccc(OCCC(=O)OCC(=O)NC2CCS(=O)(=O)C2)cc1 (stereo unspecified)
-1%	50%[activator]	6%	0%	11%	5%	2%	2%	22%	CSc1nnc2ccc(-c3cccs3)nn12
10%	141%[activator]	6%	-22%	-9%	-3%	0%	1%	5%	NC(=O)C1(N2CCCCC2)CCN(C(=S)Nc2cccc(Cl)c2)CC1
13%	9%	2%	-12%	0%	u	-39%[12.7 µM]	-2%	27%	Cc1ccc(S(=O)(=O)Oc2ccccc2N2C(=O)C3CC=CCC3C2=O)cc1 (stereo unspecified)
4%	25%	1%	-12%	-1%	x	x	x	21%	COc1ccc(/C=C/C(=O)Nc2cc(S(=O)(=O)N3CCOCC3)ccc2OC)cc1
1%	u	10%	12%	-6%	0%	0%[59 µM]	-1%	24%	O=S1(=O)N=C(Nc2cccc(C(F)(F)F)c2)c2ccccc21
0%	-8%	3%	-19%	-2%	7%	6%	-3%	25%	CCSc1nc(N)c2c3c(sc2n1)CCC3
9%	-23%	-1%	-22%	i	x	x	x	-2%	COc1ccccc1N1CCN(C(=O)c2cccc(S(=O)(=O)Nc3ccccc3F)c2)CC1
0%	9%	u	5%	-1%	-34%	-33%[12.7 µM]	2%	33%	COc1ccc(CCNc2c(N)n(Cc3ccccc3)c(=O)[nH]c2=O)cc1OC
u	u	-26%	50µM*	-4%	40µM*	u	-12%	u	O=C1OC(Nc2ccc3c(c2)OCO3)c2ccccc21 (stereo unspecified)
-3%	52%[activator]	-3%	-10%[11.4 µM]	-5%	-8%	2%	-3%	12%	CC(C)(C)CC(=O)NCCc1csc(-c2ccccc2)n1
-9%	9%	-5%	-16%[11.4 µM]	-7%	-34%	x	-1%	6%	COc1ccccc1NS(=O)(=O)c1cccc(NC(=O)NCCCl)c1
-8%	-19%	17%	-9%	1%	2%	4%[0.501 µM]	x	32%	O=c1oc(C2(O)CCCCC2)cc2ccc(/C=C/c3ccc(F)cc3)cc12
-8%	21%	-12%	-10%	0%	-25%	2%	x	21%	Cc1c(NC(=O)COC(=O)C2=COCCO2)cccc1[N+](=O)[O-]
1%	29%	-6%	u	i	-27%	20µM*	-3%	u	Cc1ccc(NC(=S)NNC(=S)Nc2cccc(C(F)(F)F)c2)cc1

Individual results from the list:
Result for `COc1ccc(CCNc2c(N)n(Cc3ccccc3)c(=O)[nH]c2=O)cc1OC` in HP1b chromo inh: 33%
Result for `COc1ccccc1NS(=O)(=O)c1cccc(NC(=O)NCCCl)c1` in GLS inh: -9%
Result for `CC(C)(C)c1ccc(OCCC(=O)OCC(=O)NC2CCS(=O)(=O)C2)cc1` (stereo unspecified) in BAZ2B block: 3%
Result for `CC(C)(C)CC(=O)NCCc1csc(-c2ccccc2)n1` in PGK inhibitor: -5%

(continued)
GLS inh	Pol iota inh	Pin1 inh	JMJD2A Tudor inh	PGK inhibitor	BAZ2B block	G9a inh	BLM helicase inh	HP1b chromo inh	smiles
x	47%[activator]	-7%	5%	0%	20%	41%	-4%	26%	CC(=O)N1N=C(c2cccc(Cl)c2)OC1c1ccc(C(C)C)cc1 (stereo unspecified)
0%	110%[activator]	0%	7%	-8%	3%	14%[59 µM]	-5%	37%	O=C(/C=C/c1ccccc1Cl)Nc1ccc(-c2nnc3n2CCCCC3)cc1
-2%	-7%	4%	-10%	10%	-29%	0%	0%	42%[activator]	CC(C)CNC(=S)N1CCC(C(=O)c2ccc3c(c2)OCCO3)CC1
2%	20%	6%	-18%	4%	-10%	-4%	1%	24%	CC1CCN(C(=O)c2ccc([N+](=O)[O-])o2)CC1
6%	-4%	-2%	-6%	-1%	-12%	u	-4%	38%	CCCNc1sc(S(=O)(=O)CCC)nc1S(=O)(=O)c1ccc(C)cc1
9%	35µM*	1%	-26%	-1%	-38%	14%[12.7 µM]	-10%	-4%	Cc1cc2c(=O)n(Cc3ccco3)c(SCC(=O)NCc3ccco3)nc2s1
2%	13%	-2%	-4%	4%	-14%	-3%	-4%	48%[activator]	Cc1nn(C)c(Cl)c1/C=N/OC(=O)c1ccc(F)cc1
6%	0%	-2%	-35%	0%	x	u	-4%	6%	CCOC(=O)c1ccccc1N/C=C1\CCCC1=O
-11%	23%	-1%	u	2%	u	50µM*	0%	-38%	COc1ccc(NC2CCCN(C(=O)COc3ccc(Cl)cc3C)C2)cc1OC (stereo unspecified)
-2%	-3%	u	-35%	i	x	x	x	-21%	Cc1ccc(Nc2n[nH]c(=S)s2)cc1F
7%	-19%	1%	6%	-10%	-17%	-6%	-4%	4%	CC(C)Sc1cc(Cl)nc(NC(=O)Nc2ccccc2)n1
25%	12%	0%	-9%	9%	-4%	32µM*	1%	19%	CC(=O)NNC1=Nc2ccccc2N(C)C(C)C1 (stereo unspecified)
10%	4%	-19%	-6%	-4%	2%	6%[59 µM]	-1%	7%	CCOC(=O)C1CCN(S(=O)(=O)Cc2ccccc2)C1=O (stereo unspecified)
2%	15%	-5%	-7%	0%	x	x	x	18%	CC(C)CC1(C)NC(=O)N(CC(=O)Nc2ccc(F)c(F)c2F)C1=O (stereo unspecified)
-5%	-16%	-7%	-6%	-3%	11%	-4%	-3%	60%[activator]	Cc1cc(C)cc(NS(=O)(=O)c2coc(C(N)=O)c2)c1

Later entries
GLS inh	Pol iota inh	Pin1 inh	JMJD2A Tudor inh	PGK inhibitor	BAZ2B block	G9a inh	BLM helicase inh	HP1b chromo inh	smiles
1%	41%[activator]	0%	-11%	0%	10%	10%[0.501 µM]	2%	15%	COc1ccccc1CC(=O)N1CCOCC1
9%	45%[activator]	-3%	-22%	i	-22%	u	-5%	44%[activator]	CCOC(=O)C1=C(C)OC(N)=C(C#N)C1c1ccc(C)o1 (stereo unspecified)
-5%	-14%	-2%	-19%	-7%	-37%	u	5%	56%[activator]	CCC[C@@H](CNC)NC[C@H](Cc1ccccc1)NCCCCc1ccccc1
4%	11%	-4%	-8%	-3%	-1%	-1%	-2%	76%[activator]	COc1ccc(C(=O)Nc2ccnn2C2CCN(Cc3ccn[nH]3)CC2)cc1
8%	-5%	2%	-18%	1%	-7%[57.1 µM]	x	7%	17%	Cc1c(OCC(=O)N2C[C@H]3C[C@@H](C2)c2cccc(=O)n2C3)ccc2c3c(c(=O)oc12)CCCC3
x	6%	-2%	9%	-4%	42%[activator]	-8%	-7%	30%	O=C(CC1NC(=O)NC1=O)Nc1ccc(Cl)cc1 (stereo unspecified)
1%	-10%	4%	-18%	-8%	-2%	9%[59 µM]	-2%	-7%	COc1ccc(CC(=O)Nc2ccc(-c3nc4ccccc4s3)c(C)c2)cc1
-6%	-17%	u	u	-11%	5%	9%[0.501 µM]	x	25%	COc1ccc(-c2ccc3c(c2)S(=O)(=O)c2cccc(C(=O)NCCOc4ccccc4)c2C3=O)cc1OC
1%	-9%	4%	-22%	-5%	-37%	u	-6%	5%	COc1ccc(NC(=O)C(CC(C)C)NC(=O)C2CCC(C)CC2)c(OC)c1 (stereo unspecified)
5%	4%	16%	-11%	-4%	-6%	5%[59 µM]	-4%	-2%	Cc1cc2oc(=O)cc(CN3CCN(S(=O)(=O)c4ccc5c(c4)OCCO5)CC3)c2cc1C
-1%	22%	36%[activator]	-35%	-11%	-13%	13%[12.7 µM]	x	17%	COc1ccc(N(C)S(=O)(=O)c2cccc(C(=O)Nc3nc(C)cs3)c2)cc1
15%	6%	1%	-26%	-4%	7%	17%[12.7 µM]	x	22%	CCCCCCC1(C)NC(=O)N(C(C)C(=O)Nc2ccc(N3CCOCC3)cc2)C1=O (stereo unspecified)
6%	0%	3%	-17%	18%	-2%	u	0%	16%	Cc1oc(-c2cccc(Cl)c2)nc1CSc1nc2ncccc2[nH]1
-2%	14%	-3%	-33%	-2%	x	x	x	14%	CC(=O)c1ccc(OCCCC(=O)Nc2nnc(C3CC3)s2)cc1
12%	50%[activator]	0%	-35%	0%	-38%	-28%	-2%	u	CC(C)(C)c1cc(C(F)(F)F)n2ncc(-c3ccccc3)c2n1

Other records follow.
GLS inh	Pol iota inh	Pin1 inh	JMJD2A Tudor inh	PGK inhibitor	BAZ2B block	G9a inh	BLM helicase inh	HP1b chromo inh	smiles
24%	16%	-9%	50µM*	1%	4%	1.4µM*	-4%	u	CCCNS(=O)(=O)c1ccc2nc(NC(=O)c3ccc(F)cc3)sc2c1
3%	0%	4%	-33%	2%	u	-19%	-12%&-10%	25%	COC(=O)C1=C(C)N(Cc2ccccc2)C(=S)N[C@H]1c1cccc(F)c1
16%	11%	0%	-21%	i	-11%	7%[59 µM]	2%	7%	Cc1ccc(NC(NC(=O)c2cccnc2)C(Cl)(Cl)Cl)cc1 (stereo unspecified)
59%[activator]	16%	-7%	50µM*	-6%	u	u	-6%	u	COc1ccc(N2CCN(CCCNC(=O)C3(S(=O)(=O)c4ccc(Cl)cc4)CC3)CC2)cc1
12%	42%[activator]	-8%	-16%	-2%	6%	u	-1%	-10%	O=C(NC1CCCCC1)c1cc(-c2cccs2)on1
0%	-5%	u	-28%	-1%	u	0%[0.0925 µM]	-5%	1%	N#C/C(=C\c1c(N2CCN(Cc3ccccc3)CC2)nc2ccccn2c1=O)S(=O)(=O)c1ccccc1

Some of the entries above in a different format:
Structure | GLS inh | Pol iota inh | Pin1 inh | JMJD2A Tudor inh | PGK inhibitor | BAZ2B block | G9a inh | BLM helicase inh | HP1b chromo inh
N#C/C(=C\c1c(N2CCN(Cc3ccccc3)CC2)nc2ccccn2c1=O)S(=O)(=O)c1ccccc1 | 0% | -5% | u | -28% | -1% | u | 0%[0.0925 µM] | -5% | 1%
COc1ccc(N2CCN(CCCNC(=O)C3(S(=O)(=O)c4ccc(Cl)cc4)CC3)CC2)cc1 | 59%[activator] | 16% | -7% | 50µM* | -6% | u | u | -6% | u

From PubChem

An excerpt. The share of hits here may be higher or lower than overall.
